# M5 ag: agonists of human muscarinic M5 receptor (CHRM5) | P08912 | CHO-K1 hM5 cells, Fluo-8 calcium fluorescence; 0% DMSO wells, 100% maximal acetylcholine response | activation, % at 3 µM | actives 0.19% (n = 360,000);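 active = activation above the run's mean over test compounds plus 3 SD, cut at about 23% in these data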;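 also: signal is peak over basal fluorescence ratio across the kinetic read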
# Target sequence (P08912 whole entry, looked up): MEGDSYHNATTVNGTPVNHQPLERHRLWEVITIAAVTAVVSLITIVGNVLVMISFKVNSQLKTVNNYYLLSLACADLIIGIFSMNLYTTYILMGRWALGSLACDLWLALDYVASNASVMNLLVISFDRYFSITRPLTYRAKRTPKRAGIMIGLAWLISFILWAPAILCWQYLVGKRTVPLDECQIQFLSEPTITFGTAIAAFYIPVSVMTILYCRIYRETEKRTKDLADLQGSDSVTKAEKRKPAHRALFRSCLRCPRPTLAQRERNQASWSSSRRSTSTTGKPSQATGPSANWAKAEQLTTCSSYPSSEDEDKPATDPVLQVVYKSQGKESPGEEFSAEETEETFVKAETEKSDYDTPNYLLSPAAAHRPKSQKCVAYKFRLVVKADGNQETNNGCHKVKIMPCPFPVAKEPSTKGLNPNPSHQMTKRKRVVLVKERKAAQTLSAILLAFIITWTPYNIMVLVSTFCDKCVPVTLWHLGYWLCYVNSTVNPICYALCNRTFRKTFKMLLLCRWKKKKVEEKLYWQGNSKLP
# M5 PAM: potentiates acetylcholine response at human M5 receptor | activation, % at 3 µM | CHO-K1 hM5, Fluo-8 calcium, ACh EC20 PAM; 0% = ACh EC20, 100% = ACh EC100 | P08912 | AID 624038 | actives 0.3% (n = 360,000);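 active = activation above the run cutoff, the mean activation of all test compounds plus 3 SD, cut at about 18% in these data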
#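 System: CHO-K1 cell line with stable human muscarinic M5 receptor expression | Also added: EC20 acetylcholine as agonist stimulus | Compound: One concentration, 3 µM final (nominal) | Timing: Fluo-8 loading 80 min at 37 °C plus 30 min room temperature | Measured by: Fluo-8 calcium dye fluorescence, kinetic read | Read-out basis: % activation, ACh-normalized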
# CHO-K1 Ca antag: M1 antagonist counterscreen hit in parental CHO-K1 cells. ATP-induced calcium, Fluo-8 fluorescence. inhibition, % at 3 µM. actives 0.6% (n = 360,000). AID 602250;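 active = inhibition above a per-plate cutoff, the plate's mean sample inhibition plus 3 SD, cut at about 24% in these data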;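 also: 0% = DMSO plus EC80 ATP and 100% = DMSO alone without ATP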
# CHRM4 agonist: CHRM4 agonism in calcium assay | P08173 | CHO-K1 hM4/Gqi5, Fluo-8 calcium fluorescence; vehicle 0%, full acetylcholine response 100% | activation, % at 3 µM | actives 0.14% (n = 360,000) | AID 624127;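 active = activation above the run mean over all test wells plus 3 SD, cut at about 32% in these data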;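 also: peak over basal fluorescence ratio per well then scaled between controls; 0% = DMSO wells and 100% = acetylcholine at EC100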
# Target sequence (P08173 whole entry, looked up): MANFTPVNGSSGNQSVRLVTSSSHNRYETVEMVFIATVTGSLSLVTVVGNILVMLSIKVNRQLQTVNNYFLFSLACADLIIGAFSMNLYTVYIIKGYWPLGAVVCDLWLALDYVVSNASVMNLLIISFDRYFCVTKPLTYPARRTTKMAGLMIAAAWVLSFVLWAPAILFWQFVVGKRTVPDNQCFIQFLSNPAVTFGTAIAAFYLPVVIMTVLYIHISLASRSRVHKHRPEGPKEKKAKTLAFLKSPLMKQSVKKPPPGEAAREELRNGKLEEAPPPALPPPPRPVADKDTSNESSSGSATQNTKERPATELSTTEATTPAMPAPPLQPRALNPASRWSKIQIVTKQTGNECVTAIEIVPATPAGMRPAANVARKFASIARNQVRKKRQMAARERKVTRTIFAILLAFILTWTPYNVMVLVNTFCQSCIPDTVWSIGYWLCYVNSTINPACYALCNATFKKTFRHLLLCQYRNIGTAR
# CHRM4 PAM: CHRM4 positive allosteric modulation; P08173; CHO-K1 hM4/Gqi5, Fluo-8 calcium fluorescence, ACh EC20; 0% = ACh EC20, 100% = maximal ACh; activation, % at 3 µM; actives 0.4% (n = 360,000); AID 624126;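 active = activation above its plate's cutoff, the mean activation of sample wells plus 3 SD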; also: some results filed as inactive read as strong as hits
# CHRM4 antagonist: CHRM4 antagonism in calcium assay. P08173. CHO-hM4 cells, ACh EC80, Fluo-8 calcium fluorescence. inhibition, % at 3 µM. actives 0.73% (n = 360,000);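 active = inhibition above its plate's cutoff, the mean inhibition of sample wells plus 3 SD, cut at about 27% in these data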;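 also: 0% = acetylcholine EC80 with DMSO and 100% = DMSO without agonist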
# CHRM5 antagonist: blocks acetylcholine activation of human M5 receptor. inhibition, % at 3 µM. P08912. CHO-hM5 cells, Fluo-8 calcium fluorescence, ACh EC80. actives 0.59% (n = 360,000);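 active = inhibition above a per-plate cutoff, the mean of that plate's test compounds plus 3 SD, cut at about 27% in these data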;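 also: 0% = acetylcholine EC80 with DMSO and 100% = DMSO without agonist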
# CHO-K1 Ca ag: M1 agonist counterscreen hit in parental CHO-K1 cells | actives 0.48% (n = 360,000) | activation, % at 3 µM | Fluo-8 calcium fluorescence; scaled to maximal ATP response, vehicle zero; in the data active = activation above about 15%;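 also: untransfected CHO-K1 host cells lacking M1 receptor as counterscreen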
# M1 PAM parental: counter-screen for M1 PAMs: effect in parental CHO-K1 cells. ATP EC20, Fluo-8 calcium fluorescence; 0% at ATP EC20, 100% at ATP max. activation, % at 3 µM. actives 0.02% (n = 360,000);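 active = activation above the run cutoff, the mean activation of all test compounds plus 3 SD, cut at about 40% in these data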;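 also: peak over basal fluorescence ratio in a 140 s read after ATP addition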
# Numbers without * were called inactive; · = no result given.
SMILES,M5 ag,M5 PAM,CHO-K1 Ca antag,CHRM4 agonist,CHRM4 PAM,CHRM4 antagonist,CHRM5 antagonist,CHO-K1 Ca ag,M1 PAM parental
CCC(C)c1c(NS(=O)(=O)c2ccc(C)cc2)o[nH]c1=O (centres undefined),3,1,-13,1,0,2,7,0.6,17
COc1ccc(S(=O)(=O)N2CC(=O)Nc3ccccc32)cc1C,2,-1,2,1,1,6,1,1.4,14
O=C(c1cccs1)N1CCC(c2ccccc2)C1 (centres undefined),-6,1,0,1,8,4,-8,0.4,1
O=c1c(S(=O)(=O)c2ccc(Cl)cc2)cn(Cc2ccccc2)c2ccc(F)cc12,0,1,-11,1,-3,4,-6,1.2,21
CN(CCCNC(=O)CN1C(=O)CC(C)(C)S(=O)(=O)c2ccccc21)C1CCCCC1,-3,-7,9,1,3,-1,3,-0.3,-7
COc1ccc(CN(C)C(=O)Cc2ccc(S(=O)(=O)N3CCOCC3)s2)cc1OC,1,-7,0,1,12,-6,10,0.4,9
O=C(Nc1cccc(-c2csc(Nc3ccc(Cl)cc3)n2)c1)c1cccc(C(F)(F)F)c1,5,6,-10,2,8,10,12,0.8,-10
O=C(NCCOc1cccnc1)c1ccc(OC2CCN(Cc3ccccn3)CC2)cc1,-6,8,5,0,-5,7,-4,0.4,-4
CN(C)S(=O)(=O)c1ccc(C(=O)Nc2cc3c(cc2C(=O)O)OCCCO3)cc1,-3,-1,-10,0,0,-4,15,0.2,4
O=C1CCCCC1(O)Cc1ccc2c(c1)OCO2 (centres undefined),4,3,-7,1,1,0,5,0.3,-4
Cc1ccc(/C=C\c2nccc3c2[nH]c2ccccc23)cc1,-15,-16,10,-2,-6,3,8,-0.9,1
CCOc1ccc(C(=O)O/N=C(\N)c2ccccn2)cc1,-2,-3,-1,4,2,-20,6,1.2,-7
CCc1nn(-c2cc(Oc3ccccc3)nc(-c3ccccc3)n2)c(N)c1C#N,1,3,-9,1,17,6,-1,0.7,23
COCCOC(=O)C1=C(C)NC(=O)NC1c1cccs1 (centres undefined),-3,10,2,2,4,-7,-10,0.2,9
Cc1cc(OCC(=O)NC(C)C)ccc1Cl,5,5,-3,5,6,-12,12,4.1,6
Cn1c(=O)c([N+](=O)[O-])c(NCC2CCCO2)c2ccccc21 (centres undefined),3,2,-11,0,-3,3,-1,0.6,18
CCCN1CCOC(CC(=O)Nc2ccc([N+](=O)[O-])cc2)C1=O (centres undefined),-2,-2,6,1,0,-3,-16,0.1,-6
Cc1cccc(C(=O)OCC(=O)N2CCCCCC2)c1,-5,-2,-4,2,0,-11,7,-0.1,-6
O=C(O)c1ccc2c(c1)CC(c1ccccc1)OC2=O (centres undefined),-2,-3,-1,1,1,-5,-5,0.3,2
CCN(CC)S(=O)(=O)c1ccc(C(=O)NCCc2ccccn2)cc1,-1,-1,-12,2,-3,-2,14,1.5,5
Cc1ccc(O)c(C(=O)c2cnc3c(c2)CN(CCC(C)C)C(=O)N3)c1,-5,-10,-2,1,-11,8,8,0.8,10
CN(C(=O)c1cccc(S(=O)(=O)N2CCCC2)c1)C1CCCCC1,0,10,-18,2,15,-24,-10,1.3,12
COc1ccc(NC(=O)N(C)C[C@H]2Oc3c(NC(=O)Nc4ccccc4)cccc3C(=O)N([C@H](C)CO)C[C@@H]2C)cc1,-1,-4,-14,3,8,-7,17,1.0,11
C#CCOc1nc(OCC#C)nc(OCC#C)n1,-3,2,-15,2,17,-1,-7,0.1,23
CCN(CCCNC(=O)C1CCN(S(=O)(=O)c2cccc3nonc23)CC1)Cc1ccccc1,-11,-7,-5,0,-9,-3,-6,0.2,-6
CCCOc1ccc(C(=O)NNC(=S)NC(=O)CC)cc1,0,6,-2,2,10,11,-6,1.1,10
CCCSc1cc(N2CCN(C)CC2)nc(-c2ccc(OC)cc2)n1,2,0,1,9,10,10,2,1.6,21
COc1ccc(CN2C(=O)CC(Cc3ccc(C)cc3)C2=O)cc1OC (centres undefined),0,-4,2,1,2,2,10,1.1,1
O=C(COC(=O)c1c(F)cccc1F)Nc1ccc2c(c1)OCO2,-1,0,4,1,14,-1,4,0.3,7
O=C(c1ccccc1)C(c1ccccc1)c1ccccc1,-6,2,-19,-2,6,-11,10,-0.9,17
CC1=C(C(=O)N(C(C)C)C(C)C)CC(CC(=O)NC2CC2)C(=O)N1Cc1ccccc1 (centres undefined),3,-10,8,1,-7,-4,10,-0.4,1
CCOC(=O)c1c(-c2ccc(F)cc2)csc1NC(=O)C1CC=CCC1C(=O)O (centres undefined),-6,4,2,0,10,0,-8,-0.3,-8
CC(C)C(O)(C#CCN1CCCCCC1)c1ccccc1 (centres undefined),-9,-20,-3,2,-23,54*,60*,1.1,19
COc1ccc(OCC(=O)Nc2ccc(NC(=O)c3cccs3)c(OC)c2)cc1,1,1,-8,1,-4,3,6,0.7,-3
O=C(Nc1ccc(N=Nc2ccccc2)cc1)c1ccc(Cl)cc1Cl,4,-1,-19,1,2,3,0,0.4,20
Cc1cccc(C(=O)NNS(=O)(=O)c2ccccc2[N+](=O)[O-])c1,0,-2,13,1,28*,-2,-7,0.3,-6
c1cnc(Nc2nc(-c3ccc4ccccc4c3)cs2)nc1,4,0,-13,1,1,-3,0,0.7,17
COc1ccc(N=NC2=C(O)CC(C)(C)CC2=O)cc1,-4,-9,-6,1,0,2,3,0.9,21
Cc1nc(NC(=O)CSC2=NCCS2)sc1C(=O)N(C)C,1,-5,-6,1,-3,0,5,1.7,-3
O=C1C2CCCCN2C(=O)N1CCN1CCN(c2ccc([N+](=O)[O-])cc2)CC1 (centres undefined),4,1,-18,4,17,-5,-6,3.4,16

# Another view of part of the listing above.
> c1cnc(Nc2nc(-c3ccc4ccccc4c3)cs2)nc1
  M5 ag: 4
  M5 PAM: 0
  CHO-K1 Ca antag: -13
  CHRM4 agonist: 1
  CHRM4 PAM: 1
  CHRM4 antagonist: -3
  CHRM5 antagonist: 0
  CHO-K1 Ca ag: 0.7
  M1 PAM parental: 17

> COc1ccc(N=NC2=C(O)CC(C)(C)CC2=O)cc1
  M5 ag: -4
  M5 PAM: -9
  CHO-K1 Ca antag: -6
  CHRM4 agonist: 1
  CHRM4 PAM: 0
  CHRM4 antagonist: 2
  CHRM5 antagonist: 3
  CHO-K1 Ca ag: 0.9
  M1 PAM parental: 21

> Cc1nc(NC(=O)CSC2=NCCS2)sc1C(=O)N(C)C
  M5 ag: 1
  M5 PAM: -5
  CHO-K1 Ca antag: -6
  CHRM4 agonist: 1
  CHRM4 PAM: -3
  CHRM4 antagonist: 0
  CHRM5 antagonist: 5
  CHO-K1 Ca ag: 1.7
  M1 PAM parental: -3

> O=C1C2CCCCN2C(=O)N1CCN1CCN(c2ccc([N+](=O)[O-])cc2)CC1 (centres undefined)
  M5 ag: 4
  M5 PAM: 1
  CHO-K1 Ca antag: -18
  CHRM4 agonist: 4
  CHRM4 PAM: 17
  CHRM4 antagonist: -5
  CHRM5 antagonist: -6
  CHO-K1 Ca ag: 3.4
  M1 PAM parental: 16

# The listing continues.
SMILES,M5 ag,M5 PAM,CHO-K1 Ca antag,CHRM4 agonist,CHRM4 PAM,CHRM4 antagonist,CHRM5 antagonist,CHO-K1 Ca ag,M1 PAM parental
O=c1[nH]c2ccccc2cc1CN(CC1CCCO1)S(=O)(=O)c1ccc(Cl)cc1 (centres undefined),3,-6,-10,14,-7,8,6,2.9,-7
CC(=C/c1ccccc1)/C=N/NC(=O)CSc1nc(C)cc(C)n1,4,-8,0,6,-8,1,2,7.5,-3
Cc1ccc(/C=N/Nc2nc(C)cc(C)n2)cc1,5,7,-5,2,6,-1,-1,-0.1,4
Cc1c(NC(=O)Nc2cccs2)cccc1[N+](=O)[O-],8,-20,-3,12,1,-3,16,12,-4
Cc1ccc(NC(=O)NNC(=O)C2CCN(Cc3ccc(F)cc3Cl)CC2)cc1,1,3,12,1,8,-13,-5,-0.6,-3
CC1CCN(c2cc(N3CCC(C)CC3)c([N+](=O)[O-])cc2/C=C(\C#N)c2nn(-c3ccccc3)c(N)c2C#N)CC1,1,4,20,0,3,4,-4,-0.3,-5
Cc1cccc(C)c1N1C(=O)c2ccccc2NC(=O)C1C(=O)NCCOc1ccccc1 (centres undefined),1,0,·,5,5,-16,-2,·,·
CC(C)CCN(C)C1CCN(S(=O)(=O)c2cccc(C(F)(F)F)c2)CC1,-12,-6,-9,2,-13,14,-2,1.4,24
Cc1ccc(CSc2ccc3nnc(-c4cccnc4)n3n2)cc1,3,-8,-3,16,-13,-7,6,5.7,28
CC1(C)CC(=O)C=C(NCC2CCCO2)C1 (centres undefined),0,0,-18,1,12,1,-4,0.9,19
Cc1ccc(S(=O)(=O)N2CCN(C(=O)/C=C/c3ccccc3)CC2)cc1C,-5,4,-14,4,8,-7,6,-0.4,9
O=C1CC(C(=O)N2CCN(c3ccc(F)cc3)CC2)CN1CCc1ccccc1 (centres undefined),1,-2,-11,2,3,-6,1,-0.1,25
COc1ccc(N/C=C2/Sc3ccccc3NC2=O)cc1,0,-9,0,7,-9,-4,-8,3.5,2
CCN(CC)S(=O)(=O)c1cccc(C(=O)NC(C(=O)NNC(=O)c2ccccc2F)C(C)C)c1 (centres undefined),-1,1,-18,0,14,-12,0,-0.5,11
CCOC(=O)Cc1csc(NC(=O)c2cnc3sc(C)cn3c2=O)n1,-1,4,-10,1,2,-2,-12,2.8,7
Cc1cc2cc3c(N)[nH]nc3nc2cc1C,-1,3,7,-1,0,4,1,-0.3,-5
Cc1cc(C)c2c(CN3CCCCC3)cc(=O)oc2c1,-2,6,-20,-2,5,-4,0,-1.6,0
CC1(C(=O)Nc2ccc3ccccc3c2)CCC(=O)N1C1CC1 (centres undefined),2,0,7,1,10,-7,-1,0.9,14
O=C(CCSc1ccccc1)NC(=O)COC(=O)C1CCCCC1,-2,10,-8,-1,6,1,8,0.2,8
COc1ccc(Cl)cc1NC(=O)CN1CCc2ccccc21,-2,-7,1,1,-6,-4,-6,0.5,5
COc1ccc(C(=O)COC(=O)CN2C(=O)C3C4C=CC(C5CC45)C3C2=O)cc1 (centres undefined),5,1,-4,5,-2,-4,-3,2.9,19
COc1cccc(-n2c(Cc3cc(=O)[nH]c(=O)[nH]3)nnc2SCC(=O)NC2CCCCC2)c1,2,-1,-7,0,0,-1,-2,1.0,8
CN1CCN(CC(=O)Nc2nnc(-c3cccs3)s2)CC1,2,0,3,1,14,0,2,-0.2,-2
COC(=O)C1=C(CSc2nc3ccccc3s2)NC(=O)NC1c1ccc(F)cc1 (centres undefined),-6,-9,0,2,1,3,17,0.2,17
O=C(O)c1ccccc1C1=Nc2ccc(O)cc2Oc2cc(O)ccc21,9,0,-3,15,10,-1,8,12,7
O=C(O)/C=C\C(=O)Nc1ccccc1C#Cc1ccccc1,-4,-5,-7,-3,12,-12,3,0.1,1
O=S(=O)(Nc1cccnc1Cl)c1ccc2c(c1)OCCO2,1,0,-6,0,7,0,-5,0.6,18
COc1ccc(C(CCc2ccc(C)o2)NC(=O)Nc2ccc(OC)cc2OC)cc1 (centres undefined),-4,-7,-8,-2,1,-12,0,-0.1,11
Cc1cccc(C)c1NC(=O)CN(C)C(=O)COc1cccc2c1OC(C)(C)C2,-3,-1,-3,0,5,-7,9,0.3,1
COc1ccc(Br)cc1CN1CCN(S(=O)(=O)Cc2ccccc2)CC1,-4,4,-3,2,7,5,1,1.0,2
C#CCn1cc(/C=N/Nc2nc3ccccc3[nH]2)c2ccccc21,-6,3,-12,3,-9,3,-5,1.4,22
O=C(Nc1nc(-c2ccc3c(c2)OCO3)cs1)c1ccncc1,11,-24,4,21,-19,-10,13,6.8,5

# High-throughput results from PubChem BioAssay.
